KCNH2 3.1 inh: KCNH2 3.1 (human) potassium channel inhibition; U2OS KCNH2 3.1, thallium flux FluxOr; active compounds read low; activity change, % (tested at about 1.8 µM); hit rate 0.95% among 340,000;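 active means maximum activity change below -70%; inconclusive means maximum activity change from -70% to -50%; inactive means maximum activity change above -50%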;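 further: thallium influx rate constant from kinetic fluorescence after stimulation buffer; on the % scale 0 is the no-effect control and ±100 the full control effect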
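Channel expression came from 3.1 mutant virus (1.77 x 10^8 /mL) applied to suspended U2OS cells for 4 h. Flux was tracked with FluxOr dye plus Red40 quencher, and kinetic rate constants normalized to controls.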
FBPA coupling cs: counter-screen for Giardia aldolase inhibitors: coupling enzyme system; coupling enzyme system counterscreen, AmpLite Red fluorescence; activity change, negative = inhibition, % at 58.2 µM, hits read low; hit rate 0.67% among 290,000; in the data active means activity change below about -30%; further: on the % scale 0 is the no-effect control and ±100 the full control effect
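Fluorescence at 525 nm excitation and 598 nm emission measured inhibition of the coupled detection system without aldolase. Compounds (at 57.5 uM final) were preincubated 10 min at room temperature with coupling enzyme reagent before a 20 min substrate/AmpLite Red step.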
MLL CXXC-DNA inh: inhibitors of human MLL CXXC domain-DNA interaction. AID 2662. Potency, µM (top dose mostly 115 µM), without a hit: at the highest dose activity change, negative = inhibition, hits mostly inhibitors. hit rate 0.037% among 290,000. Q03164. MLL-CXXC / FITC-HOXA9 DNA fluorescence polarization; active means well fitted inhibition curve with a large enough effect in the polarisation, with a control signal flat, not every such curve was filed as active; inconclusive means small, poorly fitted or top-dose-only effect, or effect the other way, or a change in a side signal; inactive means no such curve, though single readings can be large or run the other way; the % refers to the polarisation; further: potency means the concentration at half of the fitted maximal effect
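Fluorescence polarization: 7 uM MLL-CXXC (stock) preincubated 5 min with compounds, then 50 nM fluorescein-HOX-A9 DNA (stock) added; 30 min ambient. Buffer 50 mM Tris-HCl pH 7.5, 50 mM NaCl, 1 mM DTT, 0.05% BSA.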
B2AR arrestin: recruits beta-arrestin to the human beta2-adrenergic receptor; Potency, µM (titrated, usually from 46.1 µM), for inactives: top-dose activation, most hits filed as activators; P07550; hit rate 0.02% among 330,000; beta-arrestin recruitment to beta2AR, cell-based reporter;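 further: potency means the concentration at half of the fitted maximal effect; 0% = DMSO controls and full agonism = EC100 isoproterenol or metaproterenol; nearly all actives have a fitted effect of over 65% in size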
Target sequence (P07550 whole entry, looked up): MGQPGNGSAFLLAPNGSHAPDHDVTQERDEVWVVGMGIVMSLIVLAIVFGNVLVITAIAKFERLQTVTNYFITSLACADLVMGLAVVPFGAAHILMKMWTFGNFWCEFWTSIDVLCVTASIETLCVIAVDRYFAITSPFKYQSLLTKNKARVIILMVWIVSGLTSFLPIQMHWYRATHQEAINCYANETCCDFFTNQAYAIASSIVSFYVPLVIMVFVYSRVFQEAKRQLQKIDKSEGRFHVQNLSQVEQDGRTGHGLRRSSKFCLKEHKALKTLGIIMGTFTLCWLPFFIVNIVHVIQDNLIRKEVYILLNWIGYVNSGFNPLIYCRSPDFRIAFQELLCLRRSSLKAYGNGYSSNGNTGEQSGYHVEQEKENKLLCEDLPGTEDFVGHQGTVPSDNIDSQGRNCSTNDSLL
USP2a inh: USP2a (human) protease inhibition; USP2 core, Ub-CHOP2 coupled fluorogenic reporter, 485/531; Potency, µM (series often up to 38.3 µM), for the others: at the top dose activity change, negative = inhibition, hits mostly inhibitors; hit rate 0.01% among 330,000;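 further: potency means the concentration at half of the fitted maximal effect; plate controls were DMSO wells for no effect and full inhibition by NEM control for full effect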
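USP2 core (10nM final) preincubated 30min RT with compound in 20mM Tris-HCl pH 8.0, 2mM CaCl2, 2mM beta-mercaptoethanol, 0.05% CHAPS; 25nM Ub-CHOP2 plus 25nM reporter substrate added, fluorescence (Ex485/Em531) read after 60min.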
Giardia kill: kills Giardia lamblia. Giardia lamblia trophozoite viability. activity change, % at 7.66 µM, hits read low. hit rate 0.15% among 340,000. AID 540267; in the data active means activity change below about -80%; inconclusive means between about -30% and that limit;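 further: parasites exposed to compound for two days anaerobically before the ATP read; on the % scale 0 is the no-effect control and ±100 the full control effect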
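Trophozoite viability was measured as ATP-dependent luminescence, read 15-30 min after reagent addition. Before that, parasites at 100 cells/well were exposed to compounds for 48 h, anaerobically, at 37 deg C.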
Menin MLL FP TR: inhibitors of human menin-MLL interaction, mutant MLL peptide; O00255; Menin + Texas Red MLL mutant peptide, fluorescence polarization; Potency, µM (top dose mostly 61.6 µM), inactives show top-dose FP activity change, negative = inhibition, most hits filed as inhibitors; hit rate 0.23% among 270,000; AID 1768; active means well fitted inhibition curve with a large enough effect in the polarisation, with a control signal flat, not every such curve was filed as active; inconclusive means small, poorly fitted or top-dose-only effect, or effect the other way, or a change in a side signal; inactive means no such curve, though single readings can be large or run the other way; the % refers to the polarisation; further: potency means the concentration at half of the fitted maximal effect; % of control where 0% means no effect; many of its hits are not listed in these tables
GALK inhibitor: blocks human galactokinase activity. Purified GALK, Kinase-Glo residual ATP luminescence. Potency, µM (highest dose often 57.5 µM), without a hit: at the top dose activity change, negative = inhibition, actives largely listed as inhibitors. hit rate 0.007% among 270,000; further: potency means the concentration at half of the fitted maximal effect; on the % scale 0 is the no-effect control and ±100 the full control effect
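5 nM enzyme, 35 uM ATP, 100 uM galactose, 20 mM HEPES pH8.0, 5 mM MgCl2; 1 h RT; residual ATP by Kinase-Glo Plus luminescence, qHTS format.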
TRPV1 agonist: activates the human vanilloid receptor TRPV1 | Q8NER1 | TRPV1-expressing cells, Fluo-8 calcium influx, agonist mode | activation, % at 8.33 µM | hit rate 0.19% among 320,000 | AID 540275; in the data active means activation above about 80%; inconclusive means between about 30% and that limit; further: 0% is about no effect
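TRPV1-expressing cells were cultured overnight at 35.5C and loaded with Fluo-8 calcium dye for 40 to 90 min at room temperature. After a 10 s baseline, compound was added and calcium influx was read kinetically for 3 min (ex 480/em 520 nm).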
hERG WT inh: KCNH2 (human, wildtype) channel inhibition | activity change, % at 1.84 µM | Q12809 | AID 720551 | hit rate 0.37% among 340,000 | U2OS, BacMam KCNH2, thallium flux FluxOr; active compounds read low;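 active means maximum activity change below -70%; inconclusive means maximum activity change between -70% and -50%; inactive means maximum activity change above -50%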; further: on the % scale 0 is the no-effect control and ±100 the full control effect
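U2OS cells transduced with wild-type KCNH2 virus are loaded with FluxOr dye for 45 min, and thallium flux is measured in kinetic reads before and after stimulation buffer. Rate constants are normalized to DMSO controls.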
PKM2 act: activators of human pyruvate kinase M2; AID 1631; P14618; hit rate 0.34% among 260,000; Potency, µM (titrated, usually from 57.5 µM), for inactives: at the top dose activation, usual class: activators; purified PKM2, Kinase-Glo ATP luminescence, activation; response scale: 0% is enzyme alone, no compound; further: potency means the concentration at half of the fitted maximal effect; on the % scale 0 is the no-effect control and ±100 the full control effect; nearly all actives have a fitted effect of over 55% in size
Target sequence (P14618 whole entry, looked up): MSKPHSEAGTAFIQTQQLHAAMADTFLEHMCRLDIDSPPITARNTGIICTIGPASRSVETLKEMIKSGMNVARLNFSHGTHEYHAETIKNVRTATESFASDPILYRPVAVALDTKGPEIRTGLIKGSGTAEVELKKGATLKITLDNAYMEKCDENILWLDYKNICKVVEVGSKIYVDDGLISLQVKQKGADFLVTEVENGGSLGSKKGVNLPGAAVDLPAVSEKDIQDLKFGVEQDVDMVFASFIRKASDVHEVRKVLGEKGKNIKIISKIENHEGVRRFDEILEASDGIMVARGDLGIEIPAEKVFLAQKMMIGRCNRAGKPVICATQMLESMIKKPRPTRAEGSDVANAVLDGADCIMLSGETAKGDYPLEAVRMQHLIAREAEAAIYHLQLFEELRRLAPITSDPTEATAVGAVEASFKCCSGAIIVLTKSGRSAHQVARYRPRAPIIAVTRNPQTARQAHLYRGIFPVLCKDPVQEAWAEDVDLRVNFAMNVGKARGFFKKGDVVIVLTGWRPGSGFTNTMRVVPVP
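ATP formation by purified human PK-M2, quantified via coupled luciferase luminescence after 1 h at room temperature with 0.1 mM ADP and 0.5 mM PEP final.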
* hit, by the source's call; ? = inconclusive; / = not tested or not shown; [ ] = dose if it differs, or a comment. Unless noted, the call rests on the fitted dose curve; in most records, active means well fitted curve in the direction sought with a large enough effect; inconclusive means small, poorly fitted or top-dose-only effect, or another doubt; inactive means no such curve, though single readings can be large; an effect the other way counts as inactive or inconclusive. An excerpt. The share of hits here may be higher or lower than overall.

SMILES	KCNH2 3.1 inh	FBPA coupling cs	MLL CXXC-DNA inh	B2AR arrestin	USP2a inh	Giardia kill	Menin MLL FP TR	GALK inhibitor	TRPV1 agonist	hERG WT inh	PKM2 act
Cc1ccc(S(=O)(=O)N2CCN(Cc3csc(C)n3)CC2)cc1	0.8	/	6.6%	-0.5%	2.3%	0.4	/	-2.4%	-1.2	0.1	0.0%
NS(=O)(=O)c1ccc(CCNC(=O)COC(=O)Cc2c(F)cccc2Cl)cc1	/	/	5.2%	-0.5%	-0.3%	-1.5	/	5.4%	4.9	25.3	-5.2%
CC(C)[C@H](NC(=O)NC1CCN(Cc2ccccc2)CC1)C(=O)O	-3.6	-1.1	-4.5%	-0.6%	-0.3%	6.9	/	-2.3%	0.2	3.1	3.7%
CCOC(=O)Cc1csc(NC(=O)c2c(O)c3ccccc3n(C)c2=O)n1	/	0.4	6.1%	-0.4%	-0.7%	/	6.1%	2.4%	2.1	/	1.2%
CCC(C)CCN1CCN=C1Nc1ccccc1 (stereo not given)	-4.3	/	/	0.2%	0.1%	-8.3	/	/	-2.1	2.0	/
COc1cccc(/C=N/n2c(-c3ccco3)nc3ccccc3c2=O)c1	7.9	2.5	6.0%	-0.9%	-0.5%	35.0[activator]	-2.3%	-1.0%	?	-4.0	-12.4%
COc1cccc(NC(=S)NC2CC3CCCC(C2)N3CC(C)C)c1 (stereo not given)	19.0	0.5	3.9%	-0.3%	-1.9%	-12.4	-15.9%	3.6%	4.4	4.6	-2.1%
COc1ccc(C2CC(C(F)(F)F)n3ncc(C(=O)Nc4cccc(O)c4)c3N2)cc1OC (stereo not given)	-41.2	3.1	2.0%	4.4%	-4.7%	-16.1	10.3%	0.5%	-4.3	11.6	-19.1%
Cn1cc(CCCC(=O)NCc2ccc(F)cc2)c2ccccc21	-5.4	1.7	3.7%	0.0%	-0.4%	0.4	-2.4%	/	?	1.3	/
CN(CC(=O)Nc1cccnc1)S(=O)(=O)c1cc(Cl)ccc1Cl	-1.3	2.5	-1.4%	-0.7%	1.9%	-2.7	12.3%	0.7%	?	8.7	12.5%
Cc1ccc2nc3c(c(Nc4ccc(O)cc4)c2c1)CCC3	-7.1	0.3	20.2%	-0.7%	1.0%	9.3	-29.8%	1.8%	6.6	23.1	/
COc1ccc(Br)cc1S(=O)(=O)NCCc1cccs1	-0.8	/	/	-0.2%	0.8%	-18.9	/	/	/	-0.3	/
CCCC1(c2ccccc2)NC(=O)N(CC(=O)Nc2sc(-c3ccccc3)cc2C(=O)OCC)C1=O (stereo not given)	-2.2	2.4	7.0%	-1.0%	5.4%	-22.4	-21.3%	-4.3%	2.0	-3.4	0.6%
CCC(NC(=S)NC1CCCCC1)c1ccc(C(C)C)cc1 (stereo not given)	/	-1.2	0.7%	0.2%	-1.5%	/	26.9%	-0.7%	?	/	2.1%
Cc1ccc(C(C(=O)NC2CCCCC2)N(C(=O)Cc2c[nH]c3ccccc23)c2ccccc2)o1 (stereo not given)	-11.4	4.9	-0.9%	-1.1%	-2.9%	-10.7	/	7.0%	/	33.4	-5.4%
O=[n+]1cc(-c2ccc(Cl)cc2)n([O-])c2c1CCC2	-11.3	-0.9	-0.1%	0.4%	-2.7%	3.9	/	-0.1%	-3.4	-4.0	0.0%
CN(Cc1cccc2cnccc12)C(=O)c1cc(COc2ccc(F)cc2F)on1	-6.3	4.0	-5.0%	0.3%	-0.7%	14.9	9.7%	3.3%	-3.7	4.0	2.2%
Cc1cc(Br)ccc1NC(=O)CN(C)C(=O)CSCc1ccccc1	13.3	/	/	0.0%	0.5%	16.5	/	/	13.4	-4.9	/
CC(=O)N(Cc1cccnc1)Cc1cc2ccc(C)cc2[nH]c1=O	26.2	-1.4	-4.9%	0.2%	-1.0%	7.2	0.1%	-2.7%	1.8	-2.4	3.8%
CCN(CC)S(=O)(=O)c1cccc(C(=O)Oc2cccc(NC(=O)c3cccs3)c2)c1	-20.6	-4.8	6.1%	-0.2%	-1.5%	-11.8	?	/	12.0	17.3	3.9%
O=C(/C(=C/O)N=Nc1ccccc1)c1ccc(Cl)cc1	4.8	0.7	-2.7%	0.6%	1.0%	-2.1	?	1.2%	13.6	-2.4	/
Cc1ccc2cc(CN(CCO)Cc3nnnn3Cc3ccc(F)cc3)c(=O)[nH]c2c1	10.0	1.0	-1.9%	-0.5%	-12.3%	-19.9	6.2%	-4.4%	5.0	9.1	-6.8%
CCO[C@@H]1OC(C(=O)N2CCOCC2)=C[C@H](c2cn(C(C)=O)c3ccccc23)[C@H]1CCCO	9.6	4.4	-1.0%	-0.2%	-1.6%	-20.0	7.6%	-0.1%	-1.2	-22.8	2.2%
COc1ccc(NC(=O)n2ncc3c(C)cccc32)cc1	-12.0	-12.2	16.6%	0.2%	-0.3%	-24.8	-2.3%	0.4%	?	-2.3	/
Cc1ccc(NC(=O)N2CCN(c3ncccc3C(F)(F)F)CC2)cc1	5.7	-0.9	1.1%	0.2%	3.1%	-1.3	/	-3.2%	-3.7	0.6	-1.8%
O=C(Cn1c(=O)n(CC2CCCO2)c(=O)c2ccccc21)c1ccc(Cl)c(Cl)c1 (stereo not given)	0.8	1.2	9.2%	0.1%	1.5%	11.0	/	-0.4%	8.1	-3.5	-7.4%
CCOC(=O)c1ccc(NC(=O)c2sc3nc(N4CCOCC4)c4c(c3c2N)CCCC4)cc1	15.8	/	1.8%	-0.1%	-1.9%	2.8	/	-5.1%	2.5	-9.2	/
CC(C)COc1cccc(C(=O)N(CC(=O)Nc2ccccc2C(F)(F)F)Cc2ccco2)c1	3.2	/	/	0.0%	-1.0%	14.0	/	/	8.6	-1.0	/
CN(C)c1nc(NS(=O)(=O)c2ccc(Cl)cc2)nc(N(C)C)n1	-30.6	-32.4*	-4.2%	0.4%	4.3%	5.4	0.0%	3.7%	-2.2	3.3	-1.1%
CC(C)(C)[C@H]1C=C(C(=O)N2CCOCC2)O[C@@H](OCc2ccc(CO)cc2)C1	-1.2	0.1	?	-0.1%	0.5%	4.6	-1.8%	-2.3%	1.7	-3.9	-2.0%
Cc1ccc(C2/C(=C(\O)c3ccc4c(c3)OCCO4)C(=O)C(=O)N2CC2CCCO2)cc1 (stereo not given)	/	/	9.4%	-0.2%	2.6%	30.9[activator]	/	-6.7%	2.3	-8.1	/
CCOC(=O)N1CCN(C(=O)COC(=O)c2ccccc2NCCO)CC1	-3.5	/	/	-0.6%	1.0%	1.0	/	/	-3.4	15.0	/
CCCN(CCC)C(=O)Cn1c(=O)n(CCC(=O)NCCc2ccccc2)c(=O)c2ccccc21	9.6	7.2	6.3%	-0.2%	1.1%	-6.2	-7.2%	1.8%	-2.3	12.9	-5.2%
Cc1ccc(CNC(=O)CSc2nc3c(sc4ccccc43)c(=O)n2CCCN2CCCC2)cc1	?	-0.5	-0.1%	0.2%	1.1%	8.8	-29.7%	-0.3%	2.4	-28.9	2.6%
COc1ccc(C2C(C(C)=O)=C(O)C(=O)N2c2ccc(O)cc2)cc1 (stereo not given)	23.8	8.9	-6.3%	-0.8%	0.3%	8.4	-21.2%	0.0%	1.3	-2.9	0.0%
COc1cc(OC)c(OC)cc1/C=N/n1c(-c2n[nH]c3c2CCC3)n[nH]c1=S	-4.5	-0.8	0.1%	-0.3%	-1.4%	-14.5	/	-1.1%	/	0.9	15.1%
Cc1ccc(CNC(=O)c2ccc[nH]2)cc1	7.1	0.7	20.0%	-0.2%	1.3%	2.9	-0.6%	-1.3%	0.7	-0.6	-0.5%
COc1ccc(Cc2nc(-c3cccc(C)c3)no2)cc1	5.0	3.3	0.7%	0.0%	-4.1%	?	1.9%	-1.6%	?	-1.5	-6.3%
O=C(C[C@H]1C/C=C\C[C@@H](Cc2ccc(F)cc2)C(=O)O[C@@H](c2ccccc2)CNC1=O)NCCO	-6.0	/	/	-1.0%	-0.7%	13.8	/	/	/	0.0	/
COc1cccc(CN(Cc2ccco2)S(=O)(=O)c2ccc(S(=O)(=O)NCc3ccccc3)cc2)c1OC	-1.2	-3.6	0.8%	-0.5%	-0.6%	-12.4	6.0%	0.0%	-2.3	-8.8	7.0%
Fc1ccccc1NC(=S)NNc1ncc(C(F)(F)F)cc1Cl	2.9	0.4	-17.1%	-0.3%	-0.7%	-6.2	-3.2%	0.8%	2.7	10.3	-2.8%
O=S(=O)(c1cccs1)N1CN(Cc2ccco2)c2nc3ccccc3nc21	-2.5	-12.4	-0.7%	0.1%	3.1%	-14.4	/	-1.0%	0.7	5.2	?
CN(C)c1ccc(S(=O)(=O)N2CCCCC2)cc1NC(=O)C1CSC2(C)CCC(=O)N12 (stereo not given)	-6.9	/	/	-0.2%	0.0%	6.9	/	/	4.5	4.5	/
COc1cccc(N2CCN(C(=O)c3cc4c(s3)CCCCC4)CC2)c1	-9.4	/	/	-0.1%	-1.5%	6.9	/	/	?	-9.2	/

Bioassay records deposited in PubChem BioAssay by National Center for Advancing Translational Sciences (NCATS).
